# Screens as filed in PubChem.
# procasp7 counter: counter-screen for procaspase-3 activators: activators of human procaspase-7; P55210; recombinant procaspase-7, Ac-DEVD-pNA absorbance 405 nm; D23A/D198A/D206A triple mutant, cannot self-cleave; scale: DMSO 0, 5 µM enzyme 100; activation, % at 8.5 µM; actives 0.093% (n = 330,000);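 active = percent activation above the screen-wide mean plus 3 SD, cut at about 25% in these data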
#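 Assay system – Uncleavable procaspase-7 mutant enzyme · Quantity – 2 µM procaspase-7 mutant as dispensed · Times – 1 h preincubation, 2 h reaction · Dosing – single nominal 8.5 µM compound dose, 0.8% DMSO final · Buffer or medium – Zinc-free 50 mM HEPES buffer, pH 7.4, with NaCl and Triton X-100 · Detection – Epi-absorbance of released pNA at 405 nm, two timepoints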
# MEP2-GFP yeast: modulators of TOR pathway MEP2-GFP in S. cerevisiae. S. cerevisiae MEP2-GFP strain, flow cytometry GFP, 3 h; 100% = DMSO control level. AID 2016. GFP response vs DMSO, % at 10 µM. actives 0.51% (n = 330,000);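 active = GFP response versus DMSO above a set limit, roughly screen mean plus 3 SD, cut at about 180% in these data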;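 note: median GFP fluorescence of the barcode-gated MEP2-GFP cells per well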
# procasp3 activ: activators of human procaspase-3; recombinant procaspase-3 D3A, Ac-DEVD-pNA absorbance 405 nm; activation, % at 8.5 µM; actives 0.11% (n = 330,000); AID 463141;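 active = activation above the mean of all tested compounds plus 3 SD, cut at about 21% in these data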;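 note: 0% = DMSO alone and 100% = DMSO wells spiked with extra 5 µM PC-3 D3A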
#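 assay system = Procaspase-3 D3A mutant | signal = absorbance at 405 nm, 0 and 120 min | times = 1 h preincubation plus 2 h reaction at 25 °C | repeats = single replicate | read-out = % activation between DMSO and enzyme-spiked controls | medium = Zinc-free HEPES saline buffer with Triton X-100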
# RPL19A TOR yeast: alters RPL19A-GFP fluorescence in TOR pathway yeast screen; S. cerevisiae RPL19A-GFP strain, flow cytometry, 3 h; stronger effect = lower value; actives 0.3% (n = 330,000); percent response vs DMSO, % at 10 µM; AID 2025;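 active = percent response vs DMSO below 50%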;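 note: median channel GFP fluorescence of the barcoded RPL19A-GFP strain; ratio of sample median GFP to plate DMSO average so 100% = DMSO; lower means less RPL19A-GFP as with rapamycin TOR inhibition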
# AHR act: human AHR activation; AHR-responsive luciferase reporter cells, luminescence; P35869; activation, % at 5 µM; AID 2796; actives 2.5% (n = 320,000); in the data active = activation above about 47%;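 note: 0% = vehicle wells and 100% = reference agonist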
# LAP4 TOR yeast: modulators of TOR pathway LAP4-GFP in S. cerevisiae; actives 0.34% (n = 320,000); GFP response vs DMSO, % at 10 µM; S. cerevisiae LAP4-GFP multiplex, flow cytometry GFP, 3 h; median GFP as percent of DMSO wells;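 active = GFP response vs DMSO above a set limit, about the screen mean plus 3 SD, cut at about 150% in these data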
# ZTA DNA inh: blocks Epstein-Barr virus ZTA, an EBNA-1 counter-screen; ZTA-DNA binding, fluorescence polarization; inhibition, % at 11 µM; actives 0.15% (n = 320,000); AID 2234; in the data active = inhibition above about 33%
# EBNA-1 inh: blocks EBNA-1 binding to DNA; inhibition, % at 14.8 µM; EBNA-1 DNA binding, fluorescence polarization; actives 0.34% (n = 300,000); in the data active = inhibition above about 28%
# * hit, by the source's call; . = no result given.
SMILES,procasp7 counter,MEP2-GFP yeast,procasp3 activ,RPL19A TOR yeast,AHR act,LAP4 TOR yeast,ZTA DNA inh,EBNA-1 inh
Cc1cc(C)nc(SCc2nnc(SCC(=O)Nc3nc(-c4ccccc4)cs3)n2-c2ccccc2)n1,4,103,11,101,4,99,8,-1
COc1ccccc1-n1cnnc1SCC(=O)N1CCN(C(=O)c2ccco2)CC1,11,83,-1,96,2,104,26,-2
C=CCn1c(SCC(=O)c2cc(C)n(C)c2C)nnc1-c1ccncc1,2,95,0,97,-2,98,-4,9
Cc1ccsc1/C=C1\CCC(C2CCCC2)C1=O (stereo unspecified),-4,99,6,98,2,103,-6,1
Cc1nnnn1/C(=C\c1ccccc1)C(=O)OCC(=O)Nc1ccc(Cl)cc1F,-5,86,-1,92,1,98,-1,2
COc1cccc(-n2cc3c(c2-c2ccccc2)c(=O)n(C)c(=O)n3C)c1,2,102,6,101,12,102,-1,10
CC(C(=O)N1CCOCC1)c1ccccc1 (stereo unspecified),7,97,5,104,0,110,-11,.
O=c1ccc(-c2ccc(S(=O)(=O)Nc3cccc([N+](=O)[O-])c3)s2)n[nH]1,4,101,0,101,6,100,-26,-3
Cc1cc(NCCCN2CCOCC2)n2ncc(-c3ccccc3)c2n1,-4,102,4,106,38,103,0,-3
COc1ccc(-c2cc(Nc3ccccc3NC(=O)C(F)(F)F)n(CCC#N)n2)cc1,0,105,5,106,2,101,-11,-4
COc1ccccc1N1CCN(C2CCCN(C(=O)CCc3cnn(C)c3)C2)CC1 (stereo unspecified),11,99,-6,99,-3,92,8,-3
Cc1cc(C)nc(SC2CCCCC2NS(=O)(=O)c2ccc(Cl)cc2)n1 (stereo unspecified),-3,103,1,105,-4,96,-10,-3
Cc1nc2c(oc3ccccc32)c(=O)o1,8,98,1,99,18,101,6,-2
COc1ccc(CC2(CO)CCN(C/C=C/c3ccccc3OC)CC2)cc1,6,94,4,88,2,90,-2,-5
COc1ccc(NC(=O)c2cc(-c3ccco3)nc3ccccc23)cn1,-3,99,2,98,71*,104,8,.
CSc1ncc(CN2CCC(C(=O)Nc3cccc(-c4cscn4)c3)CC2)cn1,5,105,-10,98,19,106,-8,7
CCC(C)[C@H](NC(=O)NCc1ccccn1)C(=O)OC (stereo partly specified),8,107,6,102,1,109,-5,2
COc1cccc(CNC(=O)c2cccc(NC(=O)C3=C(C)OCCS3)c2)c1,3,102,1,98,4,99,11,10
CSCCC(NS(=O)(=O)c1ccc(Cl)cc1)C(=O)OCC(=O)N1CCCc2ccccc21 (stereo unspecified),-1,109,-4,108,1,98,17,2
CCC(C(=O)NCCCN1CCOCC1)n1c2ccccc2c2nc(=O)cc(C)n21 (stereo unspecified),8,105,10,104,0,110,4,10
COc1ccc(-c2ccc(C(C)=O)cc2)cc1[C@H]1[C@@H]2C=CCC[C@@]2(C)C(=O)N1Cc1ccccc1,4,101,-6,100,-1,101,10,0
O=C(Cn1cccc1C(=O)c1ccccc1)NCCCc1ccccc1,3,88,4,89,1,95,1,7
N#CC1=C(N)Oc2n[nH]c(-c3cccnc3)c2C1c1ccc([N+](=O)[O-])o1 (stereo unspecified),-7,101,-2,104,-1,93,7,10
CCOC(=O)/C=C/C(=O)OCC(=O)Nc1ccc(OC)c(Cl)c1,-1,108,-6,105,3,97,6,4
O=C(NCCc1ccccc1)c1oc2ccccc2c1COc1ccccc1,5,99,-12,98,4,101,-1,-8

# Some of the entries so far, with values under each structure:
# Below each SMILES – procasp7 counter, MEP2-GFP yeast, procasp3 activ, RPL19A TOR yeast, AHR act, LAP4 TOR yeast, ZTA DNA inh, EBNA-1 inh
COc1ccc(-c2cc(Nc3ccccc3NC(=O)C(F)(F)F)n(CCC#N)n2)cc1
    0, 105, 5, 106, 2, 101, -11, -4
COc1ccccc1N1CCN(C2CCCN(C(=O)CCc3cnn(C)c3)C2)CC1 (stereo unspecified)
    11, 99, -6, 99, -3, 92, 8, -3
Cc1cc(C)nc(SC2CCCCC2NS(=O)(=O)c2ccc(Cl)cc2)n1 (stereo unspecified)
    -3, 103, 1, 105, -4, 96, -10, -3

# Just ZTA DNA inh, procasp7 counter and procasp3 activ, for some of the entries so far:
SMILES	ZTA DNA inh	procasp7 counter	procasp3 activ
COc1cccc(-n2cc3c(c2-c2ccccc2)c(=O)n(C)c(=O)n3C)c1	-1	2	6
Cc1nnnn1/C(=C\c1ccccc1)C(=O)OCC(=O)Nc1ccc(Cl)cc1F	-1	-5	-1
O=C(NCCc1ccccc1)c1oc2ccccc2c1COc1ccccc1	-1	5	-12
CSc1ncc(CN2CCC(C(=O)Nc3cccc(-c4cscn4)c3)CC2)cn1	-8	5	-10
CCC(C(=O)NCCCN1CCOCC1)n1c2ccccc2c2nc(=O)cc(C)n21 (stereo unspecified)	4	8	10

# (next part)
SMILES,procasp7 counter,MEP2-GFP yeast,procasp3 activ,RPL19A TOR yeast,AHR act,LAP4 TOR yeast,ZTA DNA inh,EBNA-1 inh
O=C(NCCc1ccccc1)c1cnc2ccccc2n1,8,99,-2,99,10,95,4,-3
CCC(=O)c1ccc(OCC(=O)N(Cc2nnc(-c3ccccc3Cl)o2)C2CC2)cc1,-2,101,7,99,-1,114,10,-6
CNC(=O)NC(=O)CSc1nnc(-c2ccc(F)cc2)n1CC1CCCO1 (stereo unspecified),1,101,-3,93,-1,95,12,15
CC(C)c1nc2oc3ccccc3c(=O)c2c(=O)n1-c1ccccc1,5,98,-2,97,103*,92,14,-4
CC(=O)c1ccc(Nc2nc(NCCO)nc(OC(C(F)(F)F)C(F)(F)F)n2)cc1,8,89,3,88,32,86,3,-3
CCCc1nc2oc3ccccc3c(=O)c2c(=O)n1CCCOC,0,89,-6,94,2,92,-3,-6
O=C(CSc1nnc(CCCN2C(=O)c3cccc4cccc(c34)C2=O)n1-c1ccccc1)NCCCO,-7,79,8,101,-2,90,9,-1
Cc1ccc(NP(=O)(c2ccc(N(C)C)cc2NC(=O)c2cccs2)N2CCOCC2)cc1 (stereo unspecified),-8,99,6,90,59*,91,-18,2
Nc1ncc([N+](=O)[O-])cc1Br,0,96,6,97,1,86,0,-4
C=CCNC(=O)/C(C#N)=C\c1cc(Cl)c(OCC)c(OC)c1,4,.,8,.,6,.,2,-6
Cc1cc(C)n(CC(O)COc2ccc3ccccc3c2)n1 (stereo unspecified),-2,91,2,100,7,115,0,-6
COc1cc(OC)c(NC(=O)CCCNC(=O)Cn2cnc3sc(C)c(C)c3c2=O)cc1Cl,1,98,9,99,0,85,0,-1
CCOc1ccc(S(=O)(=O)N2CCN(C(=O)C3CSC4(C)CCC(=O)N34)CC2)cc1 (stereo unspecified),1,104,0,104,-1,105,-6,.
O=C1NCC(CN(c2ccccc2)c2ccccc2)O1 (stereo unspecified),0,80,2,87,0,83,-5,3
COc1ccc2oc(/C=C/N(C)C)c(C(=O)c3ccc(Cl)cc3)c2c1,-5,92,3,100,5,131,3,3
Cc1nn2c3c(cnc2c1-c1ccccc1)C(=O)CC(c1ccco1)C3 (stereo unspecified),2,99,9,100,-3,102,-12,-3
COc1ccc([N+](=O)[O-])cc1NC(=O)C(C)OC(=O)Cn1[nH]c(=O)c2ccccc2c1=O (stereo unspecified),3,104,-5,102,2,106,4,0
COc1ccc(CN(C)C(=O)c2ccc(NS(=O)(=O)c3ccc4[nH]c(=O)[nH]c4c3)cc2)c(OC)c1OC,3,93,3,94,2,92,.,.
COc1ccccc1NC(=O)N(C1CCCC1)C1CCN(C(C)=O)CC1,-6,103,8,100,4,108,2,-4
COc1ccc(C2/C(=C(\O)c3ccc4c(c3)OCCO4)C(=O)C(=O)N2c2nc(C)c(C(C)=O)s2)cc1 (stereo unspecified),-23,108,-3,99,3,94,-7,-8
CCOc1ccc(CCNC(=O)COc2cccc(-n3cnnn3)c2)cc1OCC,-7,106,0,101,5,103,-7,2
CCCCc1cc(=O)oc2cc(OC(C)C(=O)NCC3CCC(C(=O)O)CC3)c(Cl)cc12 (stereo unspecified),-4,107,1,98,0,106,0,-4
Fc1ccccc1/C=N/N1CCN(Cc2ccccc2Cl)CC1,2,115,5,108,0,109,-4,2
Clc1ccccc1SCc1nc2ccccc2[nH]1,-2,107,3,97,-2,103,-11,0
Cc1ccc(NC(=O)C(=O)NCCN2CCN(S(C)(=O)=O)CC2)cc1,0,104,-3,98,-2,98,7,4
# Next section:
SMILES,procasp7 counter,MEP2-GFP yeast,procasp3 activ,RPL19A TOR yeast,AHR act,LAP4 TOR yeast,ZTA DNA inh,EBNA-1 inh
O=C(Cn1nnc(-c2ccccc2F)n1)NCCc1ccccc1,-3,103,7,106,0,108,3,8
Cc1ccc(S(=O)(=O)N2CCCC(c3nc4c(nnn4Cc4ccc5c(c4)OCCO5)c(=O)[nH]3)C2)cc1 (stereo unspecified),3,101,4,100,-1,97,3,8
COc1cc2c(cc1OC)CN(C(=O)c1cccc([N+](=O)[O-])c1)CC2,8,91,4,94,0,104,5,8
Cn1c(SCn2nnc3ccccc3c2=O)nc2ccccc2c1=O,3,97,-5,96,1,107,-1,0
Fc1ccccc1CNC(=S)Nc1cccc(C(F)(F)F)c1,2,104,-5,100,3,102,-4,-4
O=C(CN1CCCCC1)n1c2ccccc2c2ccccc21,7,92,7,97,9,123,6,-2
Cc1nc2ncnn2c(C)c1CCC(=O)NC(C)CCc1ccco1 (stereo unspecified),-2,97,-7,96,0,99,-4,-8
CN(c1ccccc1)C(c1ccc(F)cc1)c1nnnn1CC1CCCO1 (stereo unspecified),13,92,-3,84,0,81,4,2
CCOC(=O)CNc1ccc2c(c1)OCO2,-14,100,-6,101,15,91,-5,-12
Cc1ccc(-c2ccc(C(=O)O)[nH]2)cc1,-14,105,-5,98,2,121,-6,-3
COc1cccc(NC(=O)CN(C)C(=O)c2ccc3c(c2)CC(c2ccccc2)OC3=O)c1 (stereo unspecified),4,100,3,100,5,98,-1,.
COc1cccc(-c2cc(C(=O)NCCCn3ccnc3)no2)c1,-3,95,11,97,18,89,15,6
O=C1CC(c2ccccc2)CC(O)=C1C=Nc1ccccc1 (stereo unspecified),-2,100,-7,92,46,110,-3,9
O=C(Nc1cccc(NC(=O)c2ccc([N+](=O)[O-])o2)c1)c1ccco1,1,103,2,106,4,90,0,2
O=C(Nc1cccc2ncccc12)c1ccco1,-1,88,3,99,2,104,9,-23
CC(C)=CCC[C@](C)(O)C1CC[C@]2(C)C1[C@H](O)CC1[C@@]3(C)CC[C@H](O[C@@H]4O[C@H](CO)[C@@H](O)[C@H](O)[C@H]4O[C@@H]4O[C@H](CO)[C@@H](O)[C@H](O)[C@H]4O)C(C)(C)C3CC[C@]12C (stereo partly specified),9,99,6,97,-3,98,.,.
Cc1ccc(-n2c(=S)sc3c(=O)n(-c4ccccc4C)c(SCC(=O)O)nc32)cc1C,-4,115,4,102,2,101,8,3
N=C1C(c2ccccc2)=C(O)CN1c1cccc(S(=O)(=O)N2CCCCC2)c1,-5,90,-7,97,-1,100,-32,-1
CCNC(=O)/N=C1/NC(=O)C(C(C)C)O1 (stereo unspecified),9,94,2,95,2,90,6,-23
Cc1ccc(OCC(=O)Nc2ccc([N+](=O)[O-])cn2)cc1C,5,99,-3,97,12,92,17,-6
COc1ccc(-c2nc(CS(=O)CC(=O)NCCC3=CCCCC3)c(C)o2)cc1 (stereo unspecified),-8,98,-8,95,14,100,-3,2
COc1cc2c(cc1OC)C(c1ccccc1O)N(C1CC(=O)N(c3ccccc3)C1=O)CC2 (stereo unspecified),-22,106,-15,104,-2,104,-5,0
